ROS inducer: inducers of reactive oxygen species in cancer cells; U2OS ROS induction, H2DCF-DA fluorescence; ROS induction (% of piperlongumine), % at 10 µM; 46,000 compounds, 2% hits; AID 624156; in the data active = ROS induction above about 79%, passing the limit was not always enough;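 also: 0% = DMSO vehicle median and 100% = reference compound median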
* = called active by the depositor; & = joins results of further samples. Only part of the results is shown (hit frequency here may not be typical).

No. | mol | ROS inducer
1 | C[C@@H]1CN([C@@H](C)CO)C(=O)CCCn2cc(nn2)CO[C@@H]1CN(C)C(=O)Oc1cccc2ccccc12 | 5
2 | C[C@@]12N[C@@H](Cc3ccccc31)c1ccccc12 | -7
3 | COc1cc2c(cc1O)CCNC2C (stereo unspecified) | 16
4 | C[C@]12C=CC(=O)C=C1CCC1C2CC[C@]2(C)C(=O)CCC12 (stereo partly specified) | 3
5 | C/C=C1/CN2C3CC1C(CO)C2Cc1c3[nH]c2ccc(OC)cc12 (stereo unspecified) | -5
6 | Oc1cccc2cccnc12 | -2
7 | COc1ccc2c(c1OC)C(=O)O[C@@H]2[C@@H]1c2cc3c(cc2CCN1C)OCO3 | 7
8 | COc1ccc2c(c[n+](C)c3c4cc5c(cc4ccc23)OCO5)c1OC | 43
9 | CCC1(C)CC(=O)NC(=O)C1 | -9
10 | CC(=O)OCC(=O)[C@H]1CC[C@H]2[C@@H]3CC[C@H]4C[C@H](O)CC[C@]4(C)[C@H]3C(=O)C[C@]12C | -2
11 | COc1ccc(C(=O)c2nc3ccccc3n2C(C)C)cc1OC | -6
12 | COC1=CC(=O)O[C@@H](CCc2ccccc2)C1 | 1

Reprinted at random: 6 entries already listed, in no set order.
No. | mol | ROS inducer
6 | Oc1cccc2cccnc12 | -2
1 | C[C@@H]1CN([C@@H](C)CO)C(=O)CCCn2cc(nn2)CO[C@@H]1CN(C)C(=O)Oc1cccc2ccccc12 | 5
5 | C/C=C1/CN2C3CC1C(CO)C2Cc1c3[nH]c2ccc(OC)cc12 (stereo unspecified) | -5
3 | COc1cc2c(cc1O)CCNC2C (stereo unspecified) | 16
10 | CC(=O)OCC(=O)[C@H]1CC[C@H]2[C@@H]3CC[C@H]4C[C@H](O)CC[C@]4(C)[C@H]3C(=O)C[C@]12C | -2
8 | COc1ccc2c(c[n+](C)c3c4cc5c(cc4ccc23)OCO5)c1OC | 43

(further entries)
No. | mol | ROS inducer
13 | Cc1c2ccncc2c(C)c2c1[nH]c1ccccc12 | 67
14 | CCC[C@H]1C[C@H]2OC(=O)c3c(cc(OC)c(OC)c3O)[C@H]2O1 | 0
15 | CN1C[C@H](CNC(=O)OCc2ccccc2)C[C@@H]2c3cccc4c3c(cn4C)C[C@H]21 | 21
16 | N#CC(O[C@@H]1O[C@H](CO)[C@@H](O)[C@H](O)[C@H]1O)c1ccccc1 (stereo partly specified) | 2
17 | COc1ccc(-c2cc(=O)c3c(OC)c(OC)c(OC)cc3o2)cc1 | 57
18 | C[C@@H]1O[C@@H](O[C@@H]2C=C3CC[C@@H]4C(CC[C@]5(C)[C@@H](c6ccc(=O)oc6)CC[C@]45O)[C@@]3(C)CC2)[C@H](O)[C@H](O)[C@H]1O (stereo partly specified) | 36
19 | COc1ccccc1N1CCNCC1 | -3
20 | C[C@H]1CN([C@@H](C)CO)C(=O)CCCn2nncc2CO[C@H]1CN(C)C(=O)Oc1cccc2ccccc12 | 23
21 | CN1CCN(c2ccc3ccccc3n2)CC1 | -2
22 | CC(=O)OC1CN2CCC1CC2 (stereo unspecified) | -8
23 | CC(C)[C@H]1C(=O)O[C@H](C(C)C)C(=O)N(C)[C@@H](C(C)C)C(=O)O[C@H](C(C)C)C(=O)N(C)[C@@H](C(C)C)C(=O)O[C@H](C(C)C)C(=O)N1C | -4
24 | CC(C)N(CCC(C(N)=O)(c1ccccc1)c1ccccn1)C(C)C (stereo unspecified) | -16&0
25 | C/C=C(/C)C(=O)O[C@H]1C(C)=C2[C@H]([C@@H]1OC(=O)CCCCC)[C@@](C)(OC(C)=O)C[C@H](OC(=O)CCC)[C@@]1(O)[C@H]2OC(=O)[C@@]1(C)O | 9
26 | CNC(=O)O/N=C/C(C)(C)SC | -9
27 | CCN(CC)C(=O)c1ccc2c(c1)C1C3CCC(C3)C1C(c1ccccc1)N2 (stereo unspecified) | 32
28 | CNc1ccccc1C(=O)O | 6
29 | C/C=C\C(C)=C\[C@H](C)C(=O)C[C@H](O)CC1CC(=O)NC(=O)C1 | -15
30 | COc1cc([C@@H]2c3cc4c(cc3[C@H](OC(C)=O)[C@H]3COC(=O)[C@@H]23)OCO4)cc(OC)c1OC | -11
31 | NCC(CC(=O)O)c1ccc(Cl)cc1 (stereo unspecified) | -15
32 | COc1ccc(C(=O)OC2C[C@H]3CC[C@H](C2)N3C)cc1OC (stereo partly specified) | 4
33 | Fc1cccc(NC2=NCCS2)c1 | -11
34 | O=C(c1cc(S(=O)(=O)N2CCC3(CC2)OCCO3)ccc1F)N1CCC2(CC1)OCCO2 | -18
35 | CCC1C2CC[N+]3([O-])CCC4(C(=C2C(=O)OC)Nc2c(OC)cccc24)C13 (stereo unspecified) | -10
36 | COc1cc(CN2CCN(C(=O)COc3ccccc3)CC2)cc(OC)c1OC | -8
37 | C=CC1C[N+]2([O-])CCC1CC2C(O)c1ccnc2ccccc12 (stereo unspecified) | 2
38 | C[C@H](CO)N1C[C@H](C)[C@H](CN(C)C(=O)Oc2cccc3ccccc23)OCc2cnnn2CCCC1=O | 46
39 | O=C(Cn1cc(C(=O)c2ccccc2)c2ccccc21)Nc1ccc(F)cc1 | 0
40 | c1ccc(CSc2nnc(-c3ccccc3)o2)cc1 | -34
41 | CCS(=O)(=O)N1CCCC(C(=O)N2CCC3(CC2)OCCO3)C1 (stereo unspecified) | -9
42 | CC1=C2[C@H]3OC(=O)[C@@H](C)[C@@H]3CC[C@@]2(C)C=CC1=O | -5
43 | CC1(C)C2CC(=O)[C@]3(C)C(CC[C@@]4(C)[C@H](c5ccoc5)OC(=O)[C@H]5O[C@]543)[C@@]2(C)C(=O)C[C@H]1O (stereo partly specified) | -5
44 | COc1ccc2c(c1OC)C(=O)O[C@@H]2[C@H]1c2cc3c(cc2CCN1C)OCO3 | 7
45 | CC(C)(C)NCC(O)c1cc(Cl)c(N)c(Cl)c1 (stereo unspecified) | -2
46 | COC[C@H]([C@@H](O)[C@@H](O)C(=O)NCC[C@@H](C)c1nc(/C=C/C[C@H]2OC3(C[C@H](O)[C@H]2C)OC([C@@H](C[C@@H](O)[C@@H](C)[C@@H](O)[C@@H](C)/C=C(C)/C(C)=C/C=C/C(C)=C\C#N)OC)[C@@H](OP(=O)(O)O)C3(C)C)co1)N(C)C (stereo partly specified) | -20

4 entries from above, field by field:
39) O=C(Cn1cc(C(=O)c2ccccc2)c2ccccc21)Nc1ccc(F)cc1
  ROS inducer = 0

40) c1ccc(CSc2nnc(-c3ccccc3)o2)cc1
  ROS inducer = -34

41) CCS(=O)(=O)N1CCCC(C(=O)N2CCC3(CC2)OCCO3)C1 (stereo unspecified)
  ROS inducer = -9

42) CC1=C2[C@H]3OC(=O)[C@@H](C)[C@@H]3CC[C@@]2(C)C=CC1=O
  ROS inducer = -5

Screening data: PubChem BioAssay, Broad Institute
